Assay outcomes as filed in PubChem.
GSH bead fluor: compound fluoresces at 488/530 nm on GSH beads; GSH beads flow cytometry, compound fluorescence 488/530 nm; hits give high values; fluorescence (KMESF) at 10 µM; hit rate 0.25% among 190,000; AID 1776; in the data active = fluorescence above about 89;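 note: glutathione beads carrying GST-tagged Bcl family fusion proteins plus one bare bead set; values are compound well signal with DMSO vehicle wells as background; inactives centre near 16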
Bim-Bcl-2: human Bim-Bcl-2 interaction inhibition | P10415 | hit rate 0.06% among 190,000 | inhibition, % at 10 µM | Bead-based flow cytometry, Bim peptide-Bcl-2 binding; in the data active = inhibition above about 40%; inconclusive = no clear call, values can overlap the other calls;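 note: 0% = no compound wells with probe peptide and 100% = reference peptide inhibitor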
RGS4-Gao reg: human RGS4-Galphao interaction regulation; Multiplexed bead flow cytometry, RGS4-Galphao binding; actives lie on both sides; binding response (% of control), % at 10 µM; hit rate 0.33% among 220,000; AID 1415; in the data active = binding response below about 49% or above about 150%; inactive = in between;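 note: fluorescent Galphao activated with aluminum fluoride binding bead-coupled RGS4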
Avidin fluor: avidin bead compound fluorescence profile; Avidin beads, compound fluorescence 488/530 nm, flow cytometry; hits give high values; fluorescence (KMESF) at 10 µM; hit rate 0.38% among 220,000; AID 1775; in the data active = fluorescence above about 47; note: inactives centre near 10
Bcl-W Bim block: inhibitors of Bim-Bcl-W interaction, human. Q92843. bead-based flow cytometry, Bim peptide-Bcl-W binding. inhibition, % at 10 µM. hit rate 0.02% among 190,000. AID 952;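 note: 0% = bound tracer without compound and 100% = peptide blocker; higher means less fluorescent Bim peptide bound to Bcl-W beads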
ABCG2 inh: inhibitors of human ABCG2 transporter, ABCB1 counter-screen. hit rate 0.1% among 190,000. AID 1325. IgMXP3 cells, JC-1 efflux, flow cytometry. inhibition, % at 6.6 µM;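 active = inhibition above 80%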;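 note: 0% = DMSO and 100% = nicardipine control wells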
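Test system: IgMXP3 cells (ABCG2) mixed with DDAO far-red-labelled CCRF-Adr cells (ABCB1). Reagent: JC-1 transporter substrate. Compound dosing: single test compound dose, 6.6 µM final. Times: 10 min compound exposure, 25 °C. Detection: flow cytometry of retained JC-1 fluorescence. Read-out basis: efflux inhibition in percent versus controls. Controls: nicardipine and DMSO wells.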
RGS7-Gao reg: human RGS7-Galphao interaction regulation. P09471. Multiplexed bead flow cytometry, RGS7-Galphao binding; actives lie on both sides. binding response (% of control), % at 10 µM. hit rate 0.35% among 220,000. AID 1439; in the data active = binding response below about 49% or above about 150%; inconclusive = no clear call, values can overlap the other calls; inactive = in between;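 note: fluorescent Galphao held in activated GDP-AlF4 state binding bead-coupled RGS7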
ABCB1 block: inhibitors of human ABCB1 transporter, ABCG2 counter-screen; P08183; CCRF-Adr cells, JC-1 efflux, flow cytometry; inhibition, % at 6.6 µM; hit rate 0.067% among 190,000; AID 1326; in the data active = inhibition above about 40%;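 note: 0% = vehicle and 100% = reference inhibitor; higher value means more JC-1 retained so stronger ABCB1 efflux block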
Bcl-B Bim block: disrupts Bim peptide binding to human Bcl-B | Q9HD36 | bead-based flow cytometry | inhibition, % at 10 µM | hit rate 0.073% among 190,000;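 note: 0% = tracer peptide without compound and 100% = reference inhibitor peptide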
Bfl-1 Bim block: disrupts Bim binding to human Bfl-1. Q16548. inhibition, % at 10 µM. hit rate 0.12% among 190,000. Bead-based flow cytometry, Bim-Bfl-1 binding inhibition;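 note: 0% = wells without compound plus tracer and 100% = blocker peptide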
Bim-Bcl-XL: inhibitors of Bim-Bcl-XL interaction, human. Bim peptide-Bcl-XL binding, bead flow cytometry, fluorescence. inhibition, % at 10 µM. hit rate 0.04% among 190,000
Numbers without * were called inactive; ? = inconclusive; . = not tested or not shown. Cut-off read from the data, not from the text of the source, unless noted: active = inhibition above about 40%. Compounds were not picked by outcome; about 1.3% have a hit in one of these screens.

structure	GSH bead fluor	Bim-Bcl-2	RGS4-Gao reg	Avidin fluor	Bcl-W Bim block	ABCG2 inh	RGS7-Gao reg	ABCB1 block	Bcl-B Bim block	Bfl-1 Bim block	Bim-Bcl-XL
NC(=O)COC(=O)c1sc2ccccc2c1Cl	25	0	97	11	4	6	?	0.3	-4	-4	-3
Cc1cc2c(ncn2C)c(NS(=O)(=O)c2ccc(Cl)cc2)c1C	10	1	106	8	3	3	103	0.2	1	5	0
CCOC(=O)N(Cc1ccccc1)C(C(=O)O)C(C(=O)O)N(Cc1ccccc1)C(=O)OCC (stereo not given)	33	-6	95	5	3	2	102	0.6	-5	-9	-9
CCOC(=O)c1nnn(-c2ccccc2)c1C	37	-29	104	8	-27	0	97	0.1	-36	-23	-24
Cc1ccc2nc(NC(=O)Cc3cccs3)sc2c1	16	-1	94	24	-3	3	92	0.2	-4	-1	-3
COc1cccc(NC(=O)Nc2ccc3c(c2)N(C)C(=O)CS3)c1	19	0	100	30	-2	0	98	0.0	-1	-2	-3
CCC(=O)Nc1ccccc1C(=O)OCC(=O)Nc1ccc(S(N)(=O)=O)cc1	45	-9	100	16	-1	0	94	0.2	-6	-9	-1
CC(C)c1ccc(O)c(NC(=O)c2cncc(Br)c2)c1	45	-7	101	3	2	1	102	0.1	-6	-6	-2
CCOCCCNC(=O)C1CCCN1C(=O)NC1CCCCC1 (stereo not given)	60	-7	101	8	1	0	105	0.0	-6	-13	1
COc1ccc(C(=O)NCCC(C)C)cc1S(=O)(=O)N1CCOCC1	28	-10	103	15	-1	11	103	-0.5	-7	-19	-8
COCC(C)NC(C(=O)Nc1ccc(Cl)c([N+](=O)[O-])c1)c1ccccc1 (stereo not given)	19	-1	99	8	-5	2	100	0.4	-10	-14	-8
CCOC(=O)NC(=O)/C(C=Nc1ccc(Cl)c(Cl)c1Cl)=C(\C)O	11	6	100	3	0	33	100	1.0	-3	3	0
O=C(NCc1ccncc1)Nc1ccccc1Cl	21	-8	100	32	-4	-4	102	-0.6	-5	-13	-7
COc1ccccc1-n1c(CNC(=O)c2ccc(S(=O)(=O)N3CCOCC3)cc2)n[nH]c1=S	31	-5	97	5	-2	-1	104	-0.1	-26	-9	-4
CCn1c(CCNC(=O)c2ccc(Cl)cc2Cl)n[nH]c1=S	13	-5	101	8	-1	2	100	0.2	-12	-9	-1
O=C(NCCc1ccccc1)C1CCCN(S(=O)(=O)c2cccnc2)C1 (stereo not given)	30	-9	102	12	0	10	101	1.5	-5	-16	-2
COc1ccccc1Nc1ccc(C(=O)NCc2cccs2)cn1	14	-2	102	10	0	52	98	-1.1	2	-3	0
CCn1c2ccccc2c2cc(C3C(C#N)=C(N)Oc4n[nH]c(COC)c43)ccc21 (stereo not given)	18	0	100	11	0	3	97	0.8	-3	0	-1
COCCCn1c(SCC(=O)OC2CCCCC2)nnc1-c1ccco1	22	-3	97	11	-6	2	95	0.7	-6	-3	-4
CC1CC(C)(C)NC(=S)N1CC(=O)NCc1ccc2c(c1)OCO2 (stereo not given)	9	-3	102	12	1	0	?	0.4	-3	-3	1
CN(C)c1ccc(C(=O)Nc2cc(C(F)(F)F)ccc2-n2cncn2)cc1	27	-9	99	11	-3	64	99	-0.6	-10	-14	-6
COCCNC(=O)CSc1cc(-c2ccccc2)c2ccc(OC)cc2n1	27	-2	95	10	-1	8	100	0.8	-12	-5	-1
Cc1cc(C)c(S(=O)(=O)n2nc(C)c(Br)c2C)c(C)c1	18	-3	101	3	-3	2	100	0.2	-10	0	-5
CSc1cccc(-n2cc(-c3ccc4c(c3)OCO4)[nH]c2=O)c1	11	-6	97	9	0	-1	100	-0.4	-10	-7	-6
O=C(CCCC(=O)N1CCN(c2ccc([N+](=O)[O-])cc2)CC1)c1ccccc1	3	2	96	11	-1	8	95	0.6	4	-1	-3
CCN(CC)CCCNC(=O)c1cc2c(Cl)nc3ccccc3c2s1	17	-5	97	7	0	9	99	1.1	-4	-7	0
CC(C)(C)NC(=O)CN(C(=O)CSc1nnc(COc2ccccc2)o1)c1cccc(F)c1	4	1	67	3	0	1	82	0.3	-3	0	0
Clc1ccc(-c2nnc(COc3ncnc4sccc34)o2)cc1	6	-3	101	12	1	4	98	0.6	-7	0	-4
O=C(NC(=S)N1CCc2ccccc21)c1ccco1	17	-4	90	4	-3	-4	86	-4.2	-3	0	-1
COc1ccc(N2CCN(CC(O)COCc3ccccc3)CC2)cc1 (stereo not given)	24	1	100	12	-1	1	103	0.6	-2	-5	-1

New compounds follow
structure	GSH bead fluor	Bim-Bcl-2	RGS4-Gao reg	Avidin fluor	Bcl-W Bim block	ABCG2 inh	RGS7-Gao reg	ABCB1 block	Bcl-B Bim block	Bfl-1 Bim block	Bim-Bcl-XL
O=C(NC1CCCc2ccccc21)c1ccc(=O)[nH]c1 (stereo not given)	25	0	102	15	-1	0	103	0.0	0	-3	-1
C=CCN1C(c2ccc(Br)cc2)=CS/C1=C(/C#N)c1nnc(N2CCOCC2)n1-c1ccccc1	26	1	99	7	-2	4	106	4.8	-7	0	-5
NC(=O)C1CC(O)CN1c1nc(CN2CCOCC2)nc2scc(-c3ccccc3)c12 (stereo not given)	44	-7	100	8	0	0	101	0.0	-4	-10	0
CCC(=O)NC(=S)NNC(=O)c1ccc([N+](=O)[O-])cc1	9	-2	95	10	0	4	95	0.3	-13	0	-2
CCCCN(CC(=O)Nc1c(C)cccc1CC)C(=O)SCC	23	0	98	14	0	15	97	3.7	2	1	0
CC(C)(C)C1CCC(OC(=O)CN2CCOCC2)CC1 (stereo not given)	42	-2	91	5	-1	2	92	0.8	0	-1	-1
COc1cccc(-c2nc(CS(=O)CC(=O)NCc3ccccc3)c(C)o2)c1 (stereo not given)	16	-9	97	23	-7	0	96	-0.1	-10	-7	-5
COc1ccc(/C=C2\SC(c3ccc(C)cc3)=NC2=O)cc1OC	22	-3	101	9	3	10	114	0.9	-23	12	3
Cc1nc2ccc([N+](=O)[O-])cc2s1	15	-2	100	11	-4	2	102	0.3	-6	-6	-1
CCCCOc1ccc(CNC(=O)NS(=O)(=O)c2ccc(OCC(C)C)cc2)cc1	46	-5	98	4	2	0	100	0.2	-8	-11	-11
CC1CC(=O)N(CC(=O)Nc2ccc3c(c2)OCCO3)c2ccccc2S1 (stereo not given)	29	-10	101	24	-3	9	98	1.5	-10	-15	-9
CCN(CC)CCn1c(=S)[nH]c2ccc(Br)cc2c1=O	18	2	102	9	0	28	109	1.3	-5	0	0
CCCCOc1ccc(C(O)C(CN2CCCCC2)c2ccccc2)cc1 (stereo not given)	13	-3	101	8	0	-3	100	0.6	-5	-4	-4
CCCOc1ccccc1N1C(=O)CC(N(O)c2ccccc2)C1=O (stereo not given)	12	-2	101	9	-1	1	101	0.5	-1	-6	0
CCOC(=O)CCC(NC(=O)c1cncc(O)c1)C(=O)OCC (stereo not given)	41	-8	100	9	1	2	104	0.0	-7	-9	-5
CCOc1ccc(NC(=O)c2nnn(CC(=O)Nc3ccccc3OCC)c2N)cc1	43	-6	103	6	3	2	105	0.7	-9	-9	-8
Cc1c(O)c2cccnc2[nH]c1=O	4	0	103	11	-1	5	104	1.2	-3	-1	-7
Cc1ccccc1N(C(=O)c1cccs1)c1nc2ccccc2s1	68	-3	101	6	-5	0	98	0.2	-1	-4	0
CCOC(=O)c1sc(NC(=O)C(OC(C)=O)c2ccccc2)nc1C (stereo not given)	3	1	98	12	0	19	103	1.3	-6	0	-1
CCc1ccc(-n2c(=O)c3c(C)c(C(=O)N(C)C)sc3n(CC(=O)NCC3CCCO3)c2=O)cc1 (stereo not given)	12	-3	104	7	-1	1	99	-0.7	-1	-5	0
Cc1ccc(Sc2ncccc2C(=O)NC2CCCCCC2)cc1C	21	0	103	11	0	8	103	-0.7	1	-2	-3
O=C(c1cccc(Cl)c1)C1CCCN(Cc2ccc(N3CCNC3=O)cc2)C1 (stereo not given)	26	0	104	11	0	1	103	1.1	-3	-3	3
COCCn1c(SCC(=O)N(C)C2CCS(=O)(=O)C2)nc2ccccc2c1=O (stereo not given)	15	-2	101	11	-3	2	99	1.1	-3	1	-1
CN(C)C(=O)/C(C#N)=C\c1cc(Br)c(Sc2ccc(Cl)cc2)o1	16	-6	102	19	-2	-3	101	-0.3	-5	-11	-8
Cc1cc(C)c(S(=O)(=O)Nc2ccc(O)cc2)c(C)c1	15	0	126	7	4	-1	118	-0.2	0	1	2
CC(C)CC1(C(=O)NCCc2c[nH]c3ccccc23)C=CCN1C(=O)c1ccccc1 (stereo not given)	17	1	101	10	1	5	100	1.3	-4	0	-3
CCc1ccc(NC(=O)c2ccccc2Br)cc1	23	0	96	6	0	18	99	0.3	-4	-5	-6
CCN(CC)S(=O)(=O)c1ccc(NC(=O)c2ccc(N(C)S(C)(=O)=O)cc2)cc1	16	-9	98	22	-1	4	97	0.5	0	-3	-1
O=C(Cc1ccccc1)NS(=O)(=O)c1ccc(N=NN2CCOCC2)cc1	16	-1	96	11	-2	-1	98	-0.1	-1	-6	0
O=C(Nc1ccc(S(=O)(=O)N2CCN(Cc3ccccc3)CC2)cc1)c1cnccn1	12	-1	102	21	0	2	98	0.3	-2	-9	0

Only Bim-Bcl-XL and Bim-Bcl-2, for some of the entries so far:
| Molecule | Bim-Bcl-XL | Bim-Bcl-2 |
| --- | --- | --- |
| COc1cccc(-c2nc(CS(=O)CC(=O)NCc3ccccc3)c(C)o2)c1 (stereo not given) | -5 | -9 |
| COc1ccc(/C=C2\SC(c3ccc(C)cc3)=NC2=O)cc1OC | 3 | -3 |
| Cc1nc2ccc([N+](=O)[O-])cc2s1 | -1 | -2 |

The list continues:
structure	GSH bead fluor	Bim-Bcl-2	RGS4-Gao reg	Avidin fluor	Bcl-W Bim block	ABCG2 inh	RGS7-Gao reg	ABCB1 block	Bcl-B Bim block	Bfl-1 Bim block	Bim-Bcl-XL
C/C(N)=C(/C#N)C(=O)CSc1cc(C)c2ccccc2n1	11	-5	99	12	0	5	99	0.7	-3	-5	-2
Nn1c(SCC(=O)N2CCCc3ccccc32)nnc1-c1ccc(Cl)cc1	.	1	95	20	0	3	96	0.7	0	1	-1
CCCNC(=S)N1CC2(C)CN(C(=O)C(=O)OC)CC(C)(C1)C2=O	14	-1	100	8	1	-1	102	-0.7	-4	-3	-1
O=S(=O)(NC1CCCC1)c1ccc(S(=O)(=O)NC2CCCC2)cc1	26	-9	99	34	0	12	100	0.8	-9	-18	-8
O=C(O)CN1C(c2ccccc2)=Nc2ccc(Br)cc2C1c1ccccc1 (stereo not given)	11	-5	99	24	-4	3	103	1.0	-1	-4	-4
O=C(c1ccco1)N1CCN(S(=O)(=O)c2ccc3c(c2)CCN3C(=O)C2CCC2)CC1	11	-2	101	20	1	2	96	0.8	-3	-8	-1
